CaV13 ICDI inh = Primary screen for inhibitors of IQ motif and Ca2+-dependent inactivation inhibitor domain binding in CACNA1D, Förster resonance energy transfer in living cells, …; inhibition, % at 12.3 µM; actives 0.098% (n = 340,000); HEK cells, CFP/YFP FRET ICDI-IQ, plate reader, 10 min; percent FRET-ratio fall versus neutral wells;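 active = mean replicate inhibition of at least 30% and at least 1% of replicates passing that level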;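 note: 0% = median of the neutral control wells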
HIF-2a inh = inhibitors of HIF-2a; 786-0 RCC cells HIF-2a reporter, luciferase luminescence, overnight; inhibition, % at 18.8 µM; actives 0.72% (n = 360,000); AID 624352;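 active = inhibition of the luminescence signal of 40% or more relative to plate controls, in a single-dose primary screen at 18.75 µM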
KKLEB cytotox = CF airway cell cytotoxicity counter-screen | KKLEB CF airway cells viability, ATPlite luminescence, overnight; active compounds read low; cells stimulated with P. aeruginosa culture filtrate | activity change (cytotoxicity), % at 5 µM | actives 0.36% (n = 360,000) | AID 602141;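 active = corrected activity change at or below -50% at 5 µM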
Peg3 prom inh = inhibitors of Peg3 promoter; inhibition, % at 20 µM; HeLa PEG-Prom luciferase reporter, luminescence, overnight; actives 1.7% (n = 360,000);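 active = inhibition of at least 50% at 20 µM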
NR2E3 ag-1 = NR2E3 (human) agonism; actives 0.12% (n = 320,000); inhibition of corepressor binding, % at 4.78 µM; GST-NR2E3/biotin-RetCOR TR-FRET, 1536-well; AID 2300;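 active = percent inhibition above the cutoff of mean plus 3 SD of all tested compounds, set per screening campaign, cut at about 20% in these data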;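 note: 0% = DMSO wells and 100% = biotin wells as full block of FRET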
Target sequence (Q9Y5X4 whole entry, looked up): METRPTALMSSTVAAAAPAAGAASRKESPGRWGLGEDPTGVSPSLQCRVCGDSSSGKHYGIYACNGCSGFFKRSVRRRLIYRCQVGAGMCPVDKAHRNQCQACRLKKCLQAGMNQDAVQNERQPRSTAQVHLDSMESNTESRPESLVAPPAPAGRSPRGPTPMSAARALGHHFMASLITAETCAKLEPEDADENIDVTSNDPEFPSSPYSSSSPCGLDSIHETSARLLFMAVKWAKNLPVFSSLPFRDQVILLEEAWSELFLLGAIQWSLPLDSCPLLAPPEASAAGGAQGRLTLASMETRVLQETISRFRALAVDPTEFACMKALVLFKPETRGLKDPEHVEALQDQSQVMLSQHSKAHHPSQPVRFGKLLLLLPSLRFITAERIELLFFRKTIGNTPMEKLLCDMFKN
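Assay system: NR2E3–RetCOR corepressor complex. Quantity: 1.35 nM GST-NR2E3. Buffer or medium: pH 7.5 Tris-based buffer. Reagent: biotinylated RetCOR corepressor at 7 nM final. Schedule: 5 h at 4 °C. Detection: TR-FRET, emission read at 617 and 671 nm. Replicates: one well per compound, singlicate testing.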
PDI turbidity = PDI (human) enzyme inhibition; PDI insulin aggregation turbidity, A650, 90 min; inhibition, % at 10 µM; actives 0.052% (n = 350,000); AID 588391;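 active = mean inhibition across replicates of 30% or more, whatever share of single replicates reach that level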;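 note: absorbance from insulin aggregation driven by PDI reduction with DTT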
Target sequence (P07237 whole entry, looked up): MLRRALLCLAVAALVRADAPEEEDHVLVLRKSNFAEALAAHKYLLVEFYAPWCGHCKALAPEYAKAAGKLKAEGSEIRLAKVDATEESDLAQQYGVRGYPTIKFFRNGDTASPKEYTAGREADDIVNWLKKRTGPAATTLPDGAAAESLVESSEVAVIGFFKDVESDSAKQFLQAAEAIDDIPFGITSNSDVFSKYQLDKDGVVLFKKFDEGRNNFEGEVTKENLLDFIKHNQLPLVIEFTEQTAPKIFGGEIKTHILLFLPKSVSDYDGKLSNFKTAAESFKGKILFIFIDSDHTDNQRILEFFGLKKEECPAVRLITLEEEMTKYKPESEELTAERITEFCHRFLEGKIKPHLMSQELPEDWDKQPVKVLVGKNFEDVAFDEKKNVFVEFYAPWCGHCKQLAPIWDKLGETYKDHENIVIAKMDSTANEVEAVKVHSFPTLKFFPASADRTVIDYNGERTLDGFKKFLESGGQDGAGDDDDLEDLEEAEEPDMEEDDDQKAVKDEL
Shn3 3UTR inh = Schnurri-3 reporter inhibition in Clone20 osteoblasts. AID 588674. actives 0.52% (n = 360,000). inhibition, % at 12.5 µM. Clone20 osteoblast Shn3 3'UTR firefly luciferase, 24 h;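 active = mean inhibition of at least 75% with every replicate also reaching 75%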;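 note: 0% = median of neutral control wells and 100% = pilot-screen positive control compound; some compounds past the cut are filed as inactive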
CF NFkB block = blocks PAF-induced NF-kB reporter in cystic fibrosis cells | KKLEB NF-kB-GFP reporter, GFP fluorescence overnight | inhibition, % at 5 µM | actives 0.86% (n = 360,000) | AID 588850;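 active = at least 50% inhibition at 5 µM, scaled per plate between neutral and stimulator controls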;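 note: PAF is a Pseudomonas aeruginosa culture filtrate used as stimulus; plate controls were PAF-stimulated DMSO wells for no effect and unstimulated DMSO wells for full effect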
TRPM1 prom inh = reduces MITF-dependent TRPM1 promoter luciferase signal | inhibition, % at 12.5 µM | AID 488899 | SK-MEL-5 TRPM1 promoter luciferase, 24 h | actives 0.83% (n = 330,000);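 active = mean inhibition across replicates of 60% or more, whatever share of single replicates reaches that level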; note: values of inactives mirror those of a sister screen read the other way
Vif inh = inhibitors of HIV Vif. inhibition, % at 7.49 µM. HEK293T cells, Vif self-association by quenched fluorescence, imaging, 24 h. AID 602346. actives 0.35% (n = 340,000); in the data active = inhibition above about 50%, passing the limit was not always enough; note: some results filed as inactive read as strong as hits
NR2E3 ag-2 = agonists of human NR2E3 nuclear receptor; Q9Y5X4; CHO-S Gal4-NCOR/VP16-NR2E3 two-hybrid, luciferase; inhibition of corepressor binding, % at 3.98 µM; actives 0.35% (n = 360,000); AID 602229;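 active = inhibition above the mean of all tested compounds plus 3 SD, cut at about 70% in these data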;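 note: 0% = DMSO with NR2E3 transfected cells and 100% = cells lacking NR2E3 construct; higher means lower luciferase signal from less NR2E3 corepressor binding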
An asterisk follows results filed as active; x = no result given.

SMILES	CaV13 ICDI inh	HIF-2a inh	KKLEB cytotox	Peg3 prom inh	NR2E3 ag-1	PDI turbidity	Shn3 3UTR inh	CF NFkB block	TRPM1 prom inh	Vif inh	NR2E3 ag-2
Cc1cc(C)n2nc(SCc3nc4ccccc4[nH]3)nc2n1	3	-22	4	-19	2	x	-8	-10	x	1	-29
COc1cc(/C=N/n2c(-c3cc(C)[nH]n3)n[nH]c2=S)cc(OC)c1O	-6	12	5	5	-6	2	-11	-19	4	-5	-8
COc1cc(CO)c(Br)cc1OCC(N)=O	12	11	8	3	-1	-4	-14	-11	-4	1	-1
O=C(CCc1ccccc1)Nc1cc2c3c(c1)CCC(=O)N3CCC2	-5	17	11	2	-2	-30	-2	-6	11	-3	-9
CCOC(=O)NNc1cc(C(F)(F)F)ccn1	-4	5	17	0	0	-1	x	-12	-5	-1	-12
COCc1cc(C(C)=O)ccc1OC	-6	-1	-7	-4	-1	-1	-5	8	-2	22	2
CC(=O)c1c(C)oc2ccc(N(C(=O)C3CCCCC3)S(=O)(=O)c3cc([N+](=O)[O-])ccc3C)cc12	-2	15	2	29	-1	-4	53	14	15	-6	-1
O=C(C[n+]1ccccc1)N/N=C/c1c(F)cccc1Cl	-18	6	2	-2	-1	-3	13	-15	-5	1	-23
CCOc1ccccc1-n1c(SCC(=O)NCc2ccco2)nnc1-c1ccncc1	-13	12	-5	0	1	5	-9	18	0	x	-16
CC1Oc2ccccc2N(CC(=O)c2ccccc2)C1=O (configuration not stated)	-6	-32	-7	-25	6	0	6	7	-21	-5	-3
N#CC1=C(N)Oc2n[nH]c(-c3cccs3)c2C1C1CCCCC1 (configuration not stated)	x	40*	-4	20	-2	0	3	18	2	3	-20
O=C1[C@@H]2C(c3cccnc3)=NO[C@@H]2C(=O)N1c1ccc2ccccc2c1	-2	6	6	7	0	-1	-18	-5	14	-8	-23
COc1ccc(S(=O)(=O)N(C)CC(=O)N2CCOCC2)cc1Cl	-5	11	5	5	-1	-2	-2	-5	0	-2	-11
COc1cnc(SCCC(F)=C(F)F)[nH]c1=O	-5	22	2	5	2	2	-14	2	-2	2	-17
O=C1C=C(c2cccc(OCc3ccccc3)c2)C[C@@H](c2ccc3c(c2)OCO3)C1	-11	-2	6	8	1	-2	14	-8	-2	-9	9
Cc1cccc2c(N=O)c(O)n(CCc3ccccc3)c12	-2	1	19	16	0	4	5	28	2	-13	-31
O=C1Nc2cc(C(=O)N3CCOCC3)ccc2S/C1=C\c1ccccc1	-2	-2	-11	0	-6	-5	-26	24	-2	-24	-12
CCc1cccc(OCC(=O)Nc2ccc(C)c(S(=O)(=O)N3CCCCCC3)c2)c1	-15	16	-16	24	-3	8	66	12	22	-18	-15
COc1cc(OC)c(N(C)S(=O)(=O)c2cccc(C(=O)NC3=NCCS3)c2)cc1Cl	-2	19	-6	29	-4	-3	-15	3	1	5	-14
C=CC[C@@H](CC(=O)N[C@@H](CO)Cc1ccccc1)C(=O)NCCOC(=O)[C@@H](CC=C)CC(=O)OC(C)(C)C	-12	9	6	5	x	4	-6	-6	7	-2	-1
Cc1cc(Cl)ccc1OCCCC(=O)N/N=C/c1cccc([N+](=O)[O-])c1	-5	12	8	5	2	-4	-11	-1	1	16	-18
CC(=O)c1cccc(-n2c(CCC(=O)O)ccc2-c2ccccc2)c1	-5	-57	1	4	0	5	-24	10	10	29	-3
C[C@@H]1CN([C@@H](C)CO)C(=O)c2cc(NC(=O)Nc3ccc4c(c3)OCO4)ccc2O[C@H]1CN(C)S(=O)(=O)c1ccc(F)cc1	-5	13	1	13	x	1	-16	29	-14	-6	11
O=C(NC(=S)Nc1ccccc1N1CCCCC1)c1ccc(F)cc1Cl	x	-56	-9	9	-2	-1	-112	-11	-32	-10	30
N#CCCN(Cc1ccccc1)C(=O)CCC(=O)c1ccc(F)cc1	-4	2	16	-6	x	-2	19	0	x	0	-11
Cc1ccccc1-n1c(-c2csc(C)c2C)n[nH]c1=S	-6	-67	1	-81	4	-11	-18	11	-7	22	-62
C#CCN1C=CC(=O)[C@@H](O)[C@H]1c1ccccc1Br	-7	11	7	-6	x	6	-18	-21	12	-2	-11
CCCOC(=O)c1ccc(O)c(OC)c1	-6	-15	5	0	-2	-1	-16	6	-8	0	-22
COc1cc(C)nc(Oc2ccc(OCCOc3ccccc3)nn2)n1	1	25	4	6	-1	-11	-9	-4	2	4	-2
COC(=O)c1ccc(/C=N\NC(=O)CC(=O)NCCc2ccccc2)cc1	1	25	3	2	-1	-6	18	1	-4	-19	5
COc1cc(/C=C/c2nc3ccccc3c(=O)[nH]2)cc(Cl)c1O	-8	-13	-6	-38	5	-6	-2	20	-6	10	-29
CC(=O)Oc1ccc(/C=C2/C(=O)N(c3ccccc3)N=C2C)cc1	-3	19	1	4	5	-4	-27	-5	-11	5	-12
O=C1[C@H]2[C@@H](c3ccc(C(F)(F)F)cc3)N[C@]3(CCCN(Cc4ccc(Cl)cc4)C3=O)[C@H]2C(=O)N1Cc1ccccc1	-3	1	2	29	x	-4	36	-14	x	2	31
CC(C)c1ccc(NC2CCCN(C(=O)c3cnn(C(C)C)c3)C2)cc1 (configuration not stated)	x	9	-7	12	2	-1	4	0	-3	x	-5
Cc1cccc(N2CCN(C(=O)c3ccccc3NC(=O)C3=CSCCO3)CC2C)c1 (configuration not stated)	-5	18	10	6	-2	2	18	-15	-17	-1	-11
Cc1nn(CC(=O)NC(C)C(C)C)c(C)c1S(=O)(=O)N1CCCCC1 (configuration not stated)	-6	8	0	5	x	-3	4	-3	-7	-5	5
COc1ccc(Cn2c(C)c(C)c(C#N)c2NC(=O)Nc2cccc(C)c2)cc1	x	18	0	10	-2	4	10	-1	-10	-26	4
Cc1ccccc1OCC(=O)NN1CCN(C)CC1	-20	23	-6	0	2	7	-1	16	9	23	-21
COCCN(CC(=O)Nc1cccc(C)c1C)C(=O)c1cc(-c2cccs2)nn1-c1ccccc1	-5	8	-3	44	3	-11	13	-3	0	9	-5
COc1ccc(NC(=O)CCOc2ccccc2)cc1	-7	-274	0	-229	1	4	-40	0	-101	2	-44
Cc1[nH]c2ccccc2c1/C=N/NC(=O)c1cc(-c2ccccc2)n[nH]1	-10	-27	-5	25	4	-11	-24	20	-23	-5	-22
O=C(COc1ccccc1Cl)NCCNC(=O)c1cccnc1	-19	11	1	0	4	3	5	8	9	-7	3
COC(=O)c1cnc(Nc2nc(C(N)COCc3ccccc3)cs2)nc1C(F)(F)F (configuration not stated)	-5	6	-10	-2	x	-1	-1	-7	x	36	-10
Cc1cc(C)c(NC(=O)CS(=O)CC(=O)Nc2ccc(N3CCOCC3)cc2)c(C)c1 (configuration not stated)	-5	6	-5	2	4	-4	4	-8	4	-7	-1
CCOC(=O)Nc1sc(C)nc1-c1ccccc1	-10	-38	7	-7	6	-2	-20	-2	-16	6	-11
COc1ccc(CN2C(=O)C(CC(=O)NCCN3CCOCC3)CC(C(=O)N(C(C)C)C(C)C)=C2C)cc1 (configuration not stated)	-6	6	-1	-11	x	8	19	-8	x	-3	14
CC(=O)Nc1cc(NC(C)=O)c(CC(C)C)s1	-5	14	-2	11	1	-11	-16	-3	5	-2	-2
Cc1cccc(N2CCN(c3ccc(C(N)=O)cc3[N+](=O)[O-])CC2)c1C	9	10	-7	-1	0	2	0	13	8	-5	-25
c1ccc(-n2ncc3c(NCC4CCCO4)ncnc32)cc1 (configuration not stated)	-4	-182	-8	-178	-2	13	-39	-6	-69	-4	-96
CSCCC(NC(=O)C12CC3CC(CC(C3)C1)C2)C(=O)OCC(=O)c1ccc(C)cc1 (configuration not stated)	-3	22	7	17	-3	22	2	0	5	-1	3
COc1ccc(/C=C/C(=O)OCC(=O)Nc2ccc(S(N)(=O)=O)cc2)cc1OC	-6	8	0	-2	0	9	4	-9	14	-4	0
Cc1ccc(-c2n[nH]c(=O)c3ccccc23)cc1S(=O)(=O)NCCN1CCOCC1	x	4	-8	1	1	0	2	9	-1	24	-14
COCCNC(=O)C1(C)CCCN(C(=O)c2cnc3ccccc3n2)C1 (configuration not stated)	-4	14	4	10	x	-11	4	10	x	-5	-5
COc1ccc(CNC(=O)COC(=O)CCc2c[nH]c3ccccc23)cc1	-3	12	2	0	2	-8	-8	11	3	-7	4
COc1ccc(S(=O)(=O)c2c(O)c3ccc(C(=O)Nc4ccccc4F)cc3[nH]c2=O)cc1	-15	6	-6	12	-1	0	-14	-3	2	2	-13
COc1ccccc1NC(=O)Nc1ccc2c(c1)OCCO2	-3	-232	-13	-251	2	1	-77	8	-50	-5	-56
Cc1n[nH]c(=O)c2c(NC(=O)CSc3cc(Cl)ccc3Cl)oc(C)c12	-2	-1	-3	-4	-1	-4	-5	-6	5	0	-14
Cc1ccc(Nc2cc(C)nc(-c3ccccc3)n2)cc1	-19	-345	-3	-311	-1	0	-77	-9	-114	x	-97
COc1ccc(NC(=O)NC2CCCc3ccccc32)cc1OC (configuration not stated)	-6	18	6	11	-3	-1	12	4	1	-5	-28
CCN(Cc1ccccc1)S(=O)(=O)c1ccc(S(=O)(=O)N2CCN(CCC#N)CC2)cc1	-10	0	7	10	4	x	-19	-14	3	-8	-4

Going on with the list.
SMILES	CaV13 ICDI inh	HIF-2a inh	KKLEB cytotox	Peg3 prom inh	NR2E3 ag-1	PDI turbidity	Shn3 3UTR inh	CF NFkB block	TRPM1 prom inh	Vif inh	NR2E3 ag-2
CCOC(=O)C1CCN(CC(O)COC(CC)c2ccccc2)CC1 (configuration not stated)	-7	6	2	9	2	-7	-6	10	2	11	-1
O=C(OC1CSc2nc3ccccc3n2C1)c1ccco1 (configuration not stated)	-5	-8	-32	47	-2	4	-14	12	3	1	-5
CC(O)(c1ccccc1)c1nc(-c2csc3ccccc23)cs1 (configuration not stated)	-5	-27	2	-16	x	3	1	-2	x	2	-32
Cc1nn(C)c(N)c1-c1ccccc1	-1	2	-1	8	2	3	-9	14	6	14	-15
CC(=O)Nc1ccccc1-c1nc2cc(C#N)c(C#N)cc2[nH]c1=O	-2	-127	8	8	3	5	-37	-8	-15	-12	2
CCCNC(=O)C1(C)CCN(C(=O)c2cccnc2Oc2ccccc2)C1 (configuration not stated)	-5	9	2	-1	x	3	-3	4	x	x	-9
